# High-throughput results as filed in PubChem.
# Dengue-2 NS5 capping – Dengue-2 NS5 methyltransferase inhibitors, primary screen, biochemical, confirmation dose response (AID 588689). one-dose inhibition, % at 25 µM; IC50 in µM for titrated hits. Dengue-2 NS5 methyltransferase capping enzyme assay, biochemical; higher % means a stronger effect. 0.3% of 340,000 active; in the data active means a potency from the dose series
# K1F lysis inhibition – protection from phage-mediated lysis, alamar blue read-out – E. coli UTI89, K1F phage, bacterial capsule biogenesis inhibitors (AID 488966); 0.02% of 340,000 active; inhibition, % at 100 µM, or IC50 in µM where a hit was titrated; E. coli UTI89 K1F phage lysis, alamar blue, 2 h; higher % means a stronger effect;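 active means phage lysis inhibition, versus mean bacterial control, above a set limit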;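 further: capsule biogenesis inhibitors block K1F phage lysis so surviving cells raise fluorescence; higher fluorescence means more inhibition of phage lysis; actives were called in the ten point dose series up to 300 µM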
# MgcRacGAP inhibition – MgcRacGAP GTPase-activating activity inhibitors, confirmation, biochemical, ADP Hunter fluorescence. MgcRacGAP-stimulated Rac1 GTP hydrolysis, ADP Hunter fluorescence; higher % means a stronger effect; GST-tagged Rac1 F28L mutant substrate. inhibition, % at 30 µM, or IC50 in µM where a hit was titrated. 0.6% of 340,000 active. AID 624330;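 active means first-screen hits whose inhibition reached a set limit at any dose in the follow-up dose series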;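 further: fluorescence reports GDP produced by GAP-driven GTP hydrolysis; strong numbers were not always called active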
# Dengue-2 NS5 capping pilot replicate – second read-out of Dengue-2 NS5 capping, no call of its own (marks repeat the call); inhibition, %; measured here: pilot screen replicate inhibition
# * hit, by the source's call; i = inactive; [ ] = another dose, or the depositor's remark. These rows are one share of the data, so the mix of outcomes need not match the whole.
SMILES,Dengue-2 NS5 capping,K1F lysis inhibition,MgcRacGAP inhibition,others
COc1ccc(C2(C)NC(=O)N(CC(=O)N(c3ccccc3)C3CCS(=O)(=O)C3)C2=O)cc1 (stereo not given),2%,1.3%,2%,
COc1ccc(-c2ccc3c(c2)C2CC3CCN2C(=O)OCc2ccccc2)cc1 (stereo not given),-5%,0.0%,3%,Dengue-2 NS5 capping pilot replicate=-4.0
COc1ccccc1NS(=O)(=O)c1cc(C(=O)N2CCCCCC2)ccc1C,2%,1.1%[50 µM],5%,
CN(C(=O)COC(=O)/C=C/c1cccs1)C1CCCCC1,-9%,-2.7%,-3%,
COc1ccc(NC(=O)c2nc3nccc(C)n3n2)cc1S(=O)(=O)N1CCOCC1,-5%,0.2%,-2%,
COc1ccc(-c2cc(=O)c3c(C)cc(O)cc3o2)cc1,13%,2.5%,10%,
CC1CCN(C(=O)COC(=O)c2c[nH]c3ccccc23)CC1,-3%,-1.6%,8%,
O=S(=O)(NCCc1c[nH]c2ccccc12)c1ccc(F)cc1,-15%,-1.6%,-2%,
Nc1ncnc2c1ncn2[C@@H]1O[C@H](CNC(=O)[C@H]2CCC(=O)N2)[C@@H](O)[C@H]1O,-5%,0.2%,5%,
Cc1ccc(CN2C(=O)COc3cc(NS(C)(=O)=O)ccc32)cc1,-5%,0.2%,11%,
O=C(CCl)Nc1ccc(S(=O)(=O)NC2=NCCCCC2)cc1,-4%,-2.1%,-5%,
C=CC[C@@H](CC(=O)N[C@@H](CO)Cc1ccccc1)C(=O)N[C@H](COC(=O)[C@H](CC=C)CC(=O)OC(C)(C)C)Cc1c[nH]c2ccccc12,-8%,1.6%,7%,
O=[N+]([O-])c1ccc(S(=O)(=O)NN=C2CCCCC2)cc1,-10%,0.0%,0%,
Cc1ccsc1CN(C)CC(=O)Nc1ccccc1C(=O)NC1CC1,-1%,-3.4%,2%,
N#CCCN(C(=O)COC(=O)c1ccc2c(c1)OCCO2)c1ccccc1,1%,-1.2%,3%,
N#CCCN(Cc1cccnc1)C(=S)NC(=O)c1ccccc1,-15%,0.2%,1%,
COc1ccccc1C(=O)OCC(=O)NC(=O)NC1CCCCC1,-2%,1.6%[50 µM],4%,
O=C1CN(C(=O)CN2C(=O)NC(c3ccccc3)(c3ccccc3)C2=O)c2ccccc2N1,3%,-0.3%[50 µM],0%,
CC1(c2ccc3ccccc3c2)CCC(=O)O1 (stereo not given),-1%,1.8%,2%,
CCOC(=O)C1(Cc2ccccc2C#N)CCCCC1=O (stereo not given),5%,-0.6%,3%,
Cc1ccc(C2(C)NC(=O)N(CC(=O)N3CCc4ccccc43)C2=O)cc1 (stereo not given),-7%,2.9%,-9%,
c1ccc(COc2ncnc3c2ncn3CCCNCCN2CCOCC2)cc1,-1%,0.2%,16%,Dengue-2 NS5 capping pilot replicate=-1.8
Cc1c(NS(=O)(=O)c2cccc(C(=O)Nc3cccc(F)c3)c2)c(=O)n(-c2ccccc2)n1C,0%,1.3%[50 µM],2%,
O=C(CNc1ccccc1F)Nc1cccc(S(=O)(=O)N2CCCCC2)c1,-3%,0.3%[50 µM],3%,
COc1cc2oc(=O)cc(-c3ccc(-c4ccc(C#N)cc4)cc3)c2c(OC)c1OC,-4%,0.1%,4%,Dengue-2 NS5 capping pilot replicate=-2.7

# Brought forward from above: four entries, then new ones.
SMILES,Dengue-2 NS5 capping,K1F lysis inhibition,MgcRacGAP inhibition,others
c1ccc(COc2ncnc3c2ncn3CCCNCCN2CCOCC2)cc1,-1%,0.2%,16%,Dengue-2 NS5 capping pilot replicate=-1.8
Cc1c(NS(=O)(=O)c2cccc(C(=O)Nc3cccc(F)c3)c2)c(=O)n(-c2ccccc2)n1C,0%,1.3%[50 µM],2%,
O=C(CNc1ccccc1F)Nc1cccc(S(=O)(=O)N2CCCCC2)c1,-3%,0.3%[50 µM],3%,
COc1cc2oc(=O)cc(-c3ccc(-c4ccc(C#N)cc4)cc3)c2c(OC)c1OC,-4%,0.1%,4%,Dengue-2 NS5 capping pilot replicate=-2.7
CN(C(=O)CSc1nnc(C2CC2)n1C)C1CCCc2ccccc21 (stereo not given),-2%,1.3%[50 µM],5%,
CCOC(=O)C(=Cc1ccc2c(c1)OCO2)c1ccccc1,-5%,0.5%,3%,
CN(CC(=O)Nc1cccc2ccccc12)C(=O)c1ccc(NC(=O)CC#N)cc1,3%,1.3%,7%,
CN(C(=O)CSc1nnc2n1CCCCC2)C1(C#N)CCCCC1,-2%,-2.9%,6%,
O=C(NNC(=O)c1cccc2ccccc12)c1cccc(F)c1,-7%,-1.9%,0%,
CN(C)C(=O)CCc1ccc2c3c([nH]c2c1)[C@]1(C)[C@@H](C(=O)N2CCCCC2)C[C@H](CC(=O)NCCN2CCOCC2)C(=O)N1CC3,-3%,0.3%,-8%,Dengue-2 NS5 capping pilot replicate=-1.5
C[C@@]12C(=O)NCC(=O)N1[C@@H]1c3cc(Br)ccc3OC[C@@H]1[C@@H]2c1ccccc1,-6%,0.3%,9%,
Cc1ccc(C(=O)Nc2ccccc2C(=O)NCc2ccco2)cc1,3%,-1.0%,11%,
COC(=O)c1ccc(COC(=O)c2ccc(C)c(S(=O)(=O)N3CCCCC3)c2)cc1,-2%,0.1%[50 µM],4%,
OC(CSc1ccccc1)CN1CCN(c2ccccc2)CC1 (stereo not given),-10%,2.5%,-4%,
CCCCn1c(N)c(N(CCOC)C(=O)c2oc3ccc(Br)cc3c2C)c(=O)[nH]c1=O,-7%,-0.7%[50 µM],2%,
O=C(COC(=O)/C=C/c1ccc(F)cc1)NC1CC1,5%,0.3%[50 µM],1%,
CC(=O)C1=C(O)C(CSCc2ccccc2)N(C)C1=O (stereo not given),-4%,-1.2%,7%,
Cc1cccc(C2=NN(c3ccccc3)[C@@H](C(=O)N3CCOC3=O)[C@@H]2c2ccc(F)cc2)c1,2%,0.3%,-2%,Dengue-2 NS5 capping pilot replicate=1.2
C=CCOc1ccc(/C=C/C(=O)OCC(=O)N2CCN(C(C)=O)CC2)cc1,-7%,-0.8%,0%,
COC(=O)C1CC(O)C(O)C(O)C1 (stereo not given),-2%,6.7%,-2%,
O=C(CCl)N(O)c1ccc(C=Cc2ccccc2)cc1,-4%,2.5%,5%,
COCCN(C(=O)c1cc(S(=O)(=O)N2CCCCC2)ccc1Cl)c1c(N)n(CC(C)C)c(=O)[nH]c1=O,5%,-0.3%[50 µM],0%,
CCc1nc(SCc2cc(=O)[nH]c3ccccc23)c2c(C)c(C)sc2n1,-6%,0.0%,1%,
COc1ccc(OCCC(=O)OCC(=O)NC2CCCCC2)cc1,2%,-2.0%,9%,
C[C@H](CO)N1C[C@H](C)[C@@H](CN(C)S(=O)(=O)c2ccccc2)Oc2c(NS(=O)(=O)c3cccs3)cccc2C1=O,-1%,0.9%,7%,
CCOC(=O)c1c(C)[nH]c(C(=O)COC(=O)c2ccc([N+](=O)[O-])o2)c1C,-7%,-2.5%,4%,
COc1cc(N2C(=O)C=CC2=O)ccc1N1C(=O)C=CC1=O,27%,-3.6%,54µM*,
CN(C(=O)c1ccc(NC(=O)C2CCCN(C(=O)OC(C)(C)C)C2)cc1)C1CCCC1 (stereo not given),-5%,3.5%,8%,
CC(C)(CCc1ccccn1)C(=O)C(CCc1ccccn1)CCc1ccccn1,-9%,-0.6%,-2%,

# Gathered by group: the compounds so far with a furan ring, fused or not
SMILES,Dengue-2 NS5 capping,K1F lysis inhibition,MgcRacGAP inhibition,others
Cc1ccc(C(=O)Nc2ccccc2C(=O)NCc2ccco2)cc1,3%,-1.0%,11%,
CCCCn1c(N)c(N(CCOC)C(=O)c2oc3ccc(Br)cc3c2C)c(=O)[nH]c1=O,-7%,-0.7%[50 µM],2%,
CCOC(=O)c1c(C)[nH]c(C(=O)COC(=O)c2ccc([N+](=O)[O-])o2)c1C,-7%,-2.5%,4%,

# (cont.)
SMILES,Dengue-2 NS5 capping,K1F lysis inhibition,MgcRacGAP inhibition,others
O=S(=O)(c1cc(C(F)(F)F)ccc1Cl)N1CCN(c2ncnc3ccccc23)CC1,-7%,0.8%[50 µM],7%,
O=C(NN=Cc1ccc(O)cc1)C(=O)NN=Cc1ccc(O)cc1,-7%,-0.8%,28%,
C/C(=N\OCC(=O)OC(C)C(=O)Nc1ccc(C)c(S(=O)(=O)N2CCOCC2)c1)c1ccc2c(c1)OCO2 (stereo not given),-2%,0.5%[50 µM],3%,
NC1=NC(=O)C(c2ccccc2)(c2ccccc2)S1,-6%,i,0%,
CC(C)[C@H](NC(=O)c1ccccc1Cl)C(=O)OCC(=O)Nc1ccc(S(=O)(=O)N2CCOCC2)cc1,-6%,-0.9%,-2%,
Nc1nnc2cc(Cl)ccc2n1,-8%,-2.1%,3%,
O=S(=O)(Nc1ccc(Br)cc1)c1cccc(NS(=O)(=O)c2cccs2)c1,-4%,-1.7%[50 µM],13%,
S=c1[nH]nc(SCc2ccccc2)c2[nH]cnc12,-11%,0.8%,11%,
O=C(Nc1ccc(Cl)c(S(=O)(=O)N2CCOCC2)c1)c1cc2ccccc2oc1=O,-7%,0.6%,5%,
O=C(Nc1ccc([N+](=O)[O-])cc1)NN1CCCCCC1,-10%,0.2%,2%,
Cc1ccccc1C(=O)c1ccccc1C(=O)c1ccccc1,-14%,-0.8%,3%,
CC1=CC(C)(C)NC(=S)N1c1cccc(Cl)c1,4%,0.2%,6%,
CCN(CC)S(=O)(=O)c1cc(NC(=O)CSCc2c(C)noc2C)ccc1C,-5%,-3.8%,0%,
CC(Oc1ccc(Br)cc1)C(=O)NCCCN1CCCC1=O (stereo not given),-4%,0.4%[50 µM],7%,
COc1cccc2sc3cc(C#Cc4ccccn4)ccc3c(=O)c12,10%,4.6%,-16%,
CCCCN1CC(=O)N2[C@H]3c4ccccc4OC[C@@H]3[C@H](C(=O)OCC)[C@]2(C)C1=O,-6%,0.9%,11%,
CC1CC2(C)C(=CC1=O)CCC1C2C(O)CC2(C)C1CCC2(O)C(=O)CO (stereo not given),-2%,0.8%,3%,
Oc1ccc(Cl)cc1Sc1cc(Cl)ccc1O,1%,-4.2%,19%,
Nn1c(Cc2ccccc2)nnc1Cc1ccccc1,3%,-0.6%,-2%,
O=C1COc2ccc(C(=O)COC(=O)c3ccccc3F)cc2N1,-11%,1.1%[50 µM],3%,
COc1ccc(S(=O)(=O)N2CCOCC2)cc1C(=O)N(C)Cc1ccco1,4%,-0.1%[50 µM],2%,
O=C(CN1CCN(C(=O)c2ccccc2)CC1)Nc1cc(S(=O)(=O)N2CCCC2)ccc1Cl,0%,0.9%[50 µM],0%,
CC(C)CC1NC(=O)N(CC(=O)Nc2ccc(OC(F)F)cc2)C1=O (stereo not given),-6%,0.2%[50 µM],-6%,
COc1ccc(CNC(=O)COC(=O)c2ccc(Br)c(S(=O)(=O)N3CCOCC3)c2)cc1,-11%,0.7%[50 µM],2%,
O=C(NNC(=O)c1ccncc1)Nc1cc(Cl)ccc1Cl,2%,0.7%,5%,

# Reprinted at random: 2 compounds from above
SMILES,Dengue-2 NS5 capping,K1F lysis inhibition,MgcRacGAP inhibition,others
CC(Oc1ccc(Br)cc1)C(=O)NCCCN1CCCC1=O (stereo not given),-4%,0.4%[50 µM],7%,
CC1(c2ccc3ccccc3c2)CCC(=O)O1 (stereo not given),-1%,1.8%,2%,

# Remaining list, next part.
SMILES,Dengue-2 NS5 capping,K1F lysis inhibition,MgcRacGAP inhibition,others
CC(=O)Nc1ccc(C=NNc2nnc(NN=Cc3ccc(NC(C)=O)cc3)c3ccccc23)cc1,-15%,4.8%,13%,
O=C(C[C@H]1C[C@H](C(=O)N2CCCCC2)[C@@]2(CCc3ccccc3)c3[nH]c4ccc(Cl)cc4c3CCN2C1=O)NCCCn1ccnc1,-2%,0.2%,5%,
Cc1c(C(=O)N2CCN(S(=O)(=O)c3ccccc3)CC2)oc2ccccc12,-4%,0.5%[50 µM],4%,
CN1CCOC1c1ccc(C2OCCN2C)cc1 (stereo not given),-7%,1.5%,0%,
COc1ccc(C=CC(O)CCN2CCC3CCC(C3)C2)cc1 (stereo not given),9%,1.0%,5%,
O=C(CCSCCC(=O)NN=Cc1ccc(F)cc1)NN=Cc1ccc(F)cc1,-5%,3.1%,3%,
CCOC(=O)[C@H]1[C@H]2COc3ccc(Br)cc3[C@H]2N2C(=O)CN(CCc3c[nH]c4ccccc34)C(=O)[C@@]12C,-12%,0.2%,1%,
CC(C)NC(=O)Nc1ccc2c(c1)CC(=O)N([C@@H](C)CO)C[C@H](C)[C@@H](CN(C)C(=O)NC1CCCCC1)O2,2%,0.1%,3%,Dengue-2 NS5 capping pilot replicate=1.8
CCOC(=O)C1(C)Oc2ccccc2C(c2ccc(OC)cc2)=C1C(=O)OC (stereo not given),0%,0.0%,7%,Dengue-2 NS5 capping pilot replicate=-0.6
N[C@@H](Cc1ccc(F)cc1)C(=O)O,-3%,0.9%,6%,
Cc1ccc(-n2c(SCC(=O)O)nc3sc4c(c3c2=O)CC(C)(C)SC4)cc1,-2%,0.0%,2%,
COCC(=O)OC1CCn2c1nc1c2C(=O)C(C)=C(NC(C)=O)C1=O (stereo not given),17%,1.7%,-2%,
O=C1C2CCC(C2)C1CN1CCOCC1 (stereo not given),7%,-3.5%,5%,
NC(=S)NN=C1CCCCCCCCC1,6%,3.3%,15%,
